Screening results (PubChem)
Bim-Mcl-1 = disrupts Bim peptide binding to human Mcl-1 | Bead-based flow cytometry, Bim peptide-Mcl-1 binding | Q07820 | 190,000 compounds, 0.1% hits | inhibition, % at 10 µM; in the data active = inhibition above about 40%;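 also: 0% = no compound tracer wells and 100% = peptide blocker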
Rab2A wt mod = changes GTP binding to wildtype dog Rab2A, up or down; P61105; GST-Rab2 wt beads, Bodipy-GTP binding, flow cytometry; GTP binding activity, % at 10 µM; 190,000 compounds, 0.19% hits; AID 760;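 active = GTP binding activity at least 20 points away from 100%, either lowered or raised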;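 also: 0% = beads with excess unlabeled GTP and 100% = no-compound control corrected for plate trend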
Mcl1 Noxa PPI = Mcl-1/Noxa interaction inhibition. Q07820. TR-FRET Mcl-1/Noxa peptide binding, 2 h. inhibition, % at 21.7 µM. 220,000 compounds, 1.5% hits;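 active = compounds that cut the protein-peptide binding signal by more than 50% relative to plate controls in a single-dose test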;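 also: His-tagged Mcl-1 with rhodamine Noxa BH3 peptide and terbium anti-His antibody; 0% = Mcl-1 plus Noxa peptide wells and 100% = peptide-only wells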
Rac1 wt modul = alters GTP binding to wildtype human Rac1; P63000; GST-Rac1 beads, fluorescent GTP binding, flow cytometry; actives lie on both sides; 0 = cold GTP competed, 100 = untreated; GTP binding activity (% of control), % at 10 µM; 190,000 compounds, 0.27% hits; AID 757;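 active = GTP binding activity at least 20 points away from the 100% control level, either lower or higher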
Rab7 wt GTP bind = alters GTP binding to wildtype dog Rab7; 190,000 compounds, 0.055% hits; GTP binding activity (percent of control), % at 10 µM; AID 758; GST-Rab7 beads, fluorescent GTP binding, flow cytometry; actives lie on both sides; untreated = 100%, excess cold GTP = 0%;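 active = fluorescent GTP binding to Rab7 beads changed by at least 20 points from the 100% baseline, either direction, mostly lower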;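 also: median green fluorescence of bound Bodipy-FL-GTP per Rab7 bead population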
HRas wt GTP bind = modulators of GTP binding to human HRas wildtype; P01112; GST-Ras wt beads, Bodipy-FL-GTP binding, flow cytometry; actives lie on both sides; GTP binding activity, % at 10 µM; 190,000 compounds, 0.14% hits; AID 759;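 active = GTP binding activity at least 20% away from the 100% baseline, either lowered as inhibitor or raised as activator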;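 also: 0% = unlabeled GTP competition control and 100% = no-compound control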
Target sequence (P01112 whole entry, looked up): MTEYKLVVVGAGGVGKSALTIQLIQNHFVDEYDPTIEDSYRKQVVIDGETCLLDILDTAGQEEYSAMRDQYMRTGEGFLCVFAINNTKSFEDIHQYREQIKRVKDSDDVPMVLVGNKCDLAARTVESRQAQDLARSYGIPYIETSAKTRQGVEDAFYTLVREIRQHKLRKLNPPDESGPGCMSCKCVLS
Mcl1 Bid PPI = disrupts binding of human Mcl-1 to Bid peptide. TR-FRET Mcl-1/Bid-Dy647 peptide binding, 1536-well. inhibition, % at 21.7 µM. 220,000 compounds, 0.97% hits;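 active = compounds that cut the binding signal by more than half at the single screening dose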;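 also: His-tagged Mcl-1 with europium anti-His antibody binding Bid BH3 peptide; 0% = Mcl-1 plus peptide wells and 100% = peptide-only wells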
Rac1 mut GTP = modulators of GTP binding to human Rac1 activated mutant; AID 764; percent activity (GTP binding), % at 10 µM; GST-Rac1 activated beads, fluorescent GTP binding, flow cytometry; actives lie on both sides; 100% means binding = to untreated wells; 190,000 compounds, 0.11% hits; P63000;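 active = GTP binding at least 20 percentage points away from the 100% baseline, in either direction, so actives lie on both sides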
Pf gametocyte = kills late stage P. falciparum gametocytes; P. falciparum stage V gametocytes, ATP luminescence, 24 h; inhibition, % at 10.9 µM; 150,000 compounds, 0.065% hits; AID 743093;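 active = inhibition above the mean plus 3 SD of compounds within the control limits, set per campaign, cut at about 38% in these data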;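 also: 0% = DMSO wells and 100% = medium only without gametocytes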
RGS8-Gao reg = regulators of human RGS8-Galphao interaction | multiplexed bead flow cytometry, RGS8-Galphao binding; actives lie on both sides | P09471 | response (percent of control binding), % at 10 µM | 220,000 compounds, 0.34% hits; in the data active = response below about 60% or above about 140%; inactive = in between;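 also: Galphao activated as the GDP aluminium fluoride complex binding bead-coupled RGS8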
Target sequence (P09471 whole entry, looked up): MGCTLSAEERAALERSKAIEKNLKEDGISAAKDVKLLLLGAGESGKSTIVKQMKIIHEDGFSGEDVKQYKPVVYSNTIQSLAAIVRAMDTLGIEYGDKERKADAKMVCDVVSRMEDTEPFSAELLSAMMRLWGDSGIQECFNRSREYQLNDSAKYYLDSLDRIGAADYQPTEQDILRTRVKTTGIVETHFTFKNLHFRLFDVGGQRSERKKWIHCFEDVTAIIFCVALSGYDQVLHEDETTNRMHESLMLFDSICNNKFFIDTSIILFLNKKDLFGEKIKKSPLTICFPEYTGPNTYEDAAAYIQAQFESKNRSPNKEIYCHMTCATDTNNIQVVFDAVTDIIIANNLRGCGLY
Cdc42 wt = modulators (inhibitors or activators) of GTP binding to human Cdc42 wildtype; percent activity (GTP binding), % at 10 µM; GST-Cdc42 beads, Bodipy-GTP binding, flow cytometry; actives lie on both sides; 190,000 compounds, 0.2% hits; P60953;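 active = percent activity GTP binding at least 20 points away from the 100% baseline, either down as inhibitor or up as activator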;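 also: median bead fluorescence of bound Bodipy-FL-GTP at 100 nM; 0% = excess unlabeled GTP control and 100% = no compound control; below 100% means less GTP binding so inhibitor and above means activator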
Target sequence (P60953 whole entry, looked up): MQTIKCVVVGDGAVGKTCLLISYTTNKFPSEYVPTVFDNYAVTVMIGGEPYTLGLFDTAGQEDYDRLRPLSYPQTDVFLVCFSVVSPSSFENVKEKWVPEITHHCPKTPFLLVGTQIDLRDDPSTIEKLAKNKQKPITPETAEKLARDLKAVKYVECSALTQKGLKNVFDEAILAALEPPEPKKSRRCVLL
Active calls of the source: *; . = not tested or not shown.

SMILES	Bim-Mcl-1	Rab2A wt mod	Mcl1 Noxa PPI	Rac1 wt modul	Rab7 wt GTP bind	HRas wt GTP bind	Mcl1 Bid PPI	Rac1 mut GTP	Pf gametocyte	RGS8-Gao reg	Cdc42 wt
CC1CC(=O)c2cnc(N3CCOCC3)nc2C1 (stereo not given)	-1	101	17	103	101	100	0	98	.	101	101
O=C(Oc1ccc(N(Cc2cccs2)C2=NS(=O)(=O)c3ccccc32)cc1)c1ccco1	0	99	17	105	96	100	7	101	5	96	100
Cc1nc(C)c(-c2csc(NCCc3ccccc3)n2)s1	-7	99	10	103	97	100	1	98	.	99	101
O=C(CN1CCCCC1)NN(Cc1ccccc1)c1ccccc1	-2	96	28	95	93	94	26	96	-11	106	93
Cc1nnc(SCC(=O)NC(=O)NC(C)C)s1	-1	94	7	101	97	94	-2	99	1	101	95
O=C(Nc1ccccc1C(F)(F)F)N1CCCC(O)C1 (stereo not given)	-1	103	3	108	99	102	5	101	.	99	104
Cc1ccccc1Nc1nnc(SCC(=O)c2c(N)n(C)c(=O)n(C)c2=O)s1	0	91	1	89	98	95	-25	91	-2	100	89
CC12CCC(C(=O)N3CCCc4ccccc43)(CC1=O)C2(C)C (stereo not given)	0	97	-15	101	97	97	-25	94	.	102	100
Cc1ccc(NC(=O)C(=O)NCCc2c[nH]c3ccccc23)c(C)c1	1	95	3	98	93	94	-29	92	16	97	92
CC1(C)CC(=O)C=C(NCCN2CCN(C(=O)Nc3ccccc3)CC2)C1	-2	100	6	102	102	101	-19	97	-9	102	100
COc1ccc(S(=O)(=O)n2nc(-c3cc(OC)c(OC)c(OC)c3)cc2N)cc1OC	-1	98	18	101	100	99	-1	98	.	99	99
CCOC(=O)C1C(=O)NC(N2CCOCC2)=NC1c1ccco1 (stereo not given)	-4	101	-2	109	98	103	-59	99	-9	98	103
COC(=O)c1cn(NC(=O)Cc2ccccc2Br)c(=O)c2ccccc12	-1	95	-18	93	100	94	-25	93	4	91	95
CCOC(=O)c1c(C)cc(C)[nH]c1=O	-4	98	-2	98	97	97	2	97	-7	100	97
O=C(Nc1ccc2c(c1)OCCO2)C1CCN(S(=O)(=O)c2ccc3c(c2)OCCO3)CC1	-1	99	6	99	102	100	-4	98	.	98	97
O=C(NCc1cccs1)c1nn2cccnc2c1Cl	-2	96	-10	98	98	98	-8	95	.	102	96
COc1ccc(NC(=O)CN2CCCCC2)c([N+](=O)[O-])c1	-2	93	-15	93	91	92	-21	94	6	104	95
O=C(Cn1c(=O)c2sccc2n(Cc2ccc([N+](=O)[O-])cc2)c1=O)NCCc1ccccc1	-5	97	26	98	95	98	21	101	6	96	99
O=C(NCCNc1ccc([N+](=O)[O-])cc1)c1ccccc1Br	-1	99	-4	99	99	97	-24	96	-29	100	98
CCOC(=O)Cc1csc(NC(=O)c2sc3nc4c(C)cc(C)cc4cc3c2N)n1	-4	104	64*	103	104	104	27	100	.	100	104
COCCNC(=O)C(OC(=O)c1cc2oc(C)cc2n1C)C(C)C (stereo not given)	-1	94	3	97	98	97	-34	94	-11	101	97
C=CCN1C(=O)/C(=C\c2cccs2)C(C(=O)OC)=C1C	-8	102	-13	106	100	101	-43	101	.	98	104
CC(=O)c1ccc(NC(=O)C2CCC(C)(C(=O)O)C2(C)C)cc1 (stereo not given)	-4	101	-10	104	99	101	-8	101	.	100	101
CCn1c(=O)cc(OCC(=O)N2CCc3ccccc32)c2ccccc21	-2	99	-30	103	98	98	8	100	.	99	102
COc1ccc(S(=O)(=O)N(Cc2ccccc2)Cc2nc3ccccc3c(=O)[nH]2)cc1	-1	103	30	108	106	99	2	101	.	99	100

Remaining list, next part.
SMILES	Bim-Mcl-1	Rab2A wt mod	Mcl1 Noxa PPI	Rac1 wt modul	Rab7 wt GTP bind	HRas wt GTP bind	Mcl1 Bid PPI	Rac1 mut GTP	Pf gametocyte	RGS8-Gao reg	Cdc42 wt
COc1ccc(Cc2nnc(SCC(=O)N3CCCC(C)C3)o2)cc1 (stereo not given)	2	96	4	88	99	94	-4	90	.	99	88
CC(=O)Nc1ccc(S(=O)(=O)Oc2ccc(/C=N/N=C3/NC(=O)C(CC(=O)O)S3)cc2)cc1 (stereo not given)	0	88	4	93	91	92	-5	91	2	99	90
COC(=O)C(Cc1c[nH]c2ccccc12)N1CCS(=O)(=O)CC1 (stereo not given)	1	99	4	98	98	97	-40	98	3	100	97
CCc1nc(N2CCC3(CC2)OCCO3)c2nnn(Cc3ccccc3)c2n1	-2	100	-22	101	104	100	2	99	12	97	96
CCOC(=O)C(CC)Sc1nnc2cc(C)c3ccccc3n12 (stereo not given)	-2	102	-8	104	99	103	4	102	.	99	103
Cc1ccc(/C=N/N2CCCCC2)o1	0	98	-9	97	99	96	-44	98	.	104	97
CCCCn1c(O)c(N=NC(=O)c2ccco2)c2ccccc21	0	96	8	101	97	97	0	98	0	108	95
COc1ccc(N(C(C)=O)C2C=CS(=O)(=O)C2)c(OC)c1 (stereo not given)	2	100	-22	105	101	101	-19	101	-21	101	103
Cc1ccc(-n2ccc(-c3nn(-c4ccccc4)ccc3=O)n2)cc1	-1	100	-4	100	103	98	-29	99	-25	104	99
CCOc1ccc(OCCSc2nnnn2-c2ccccc2)cc1	0	95	4	96	94	97	-10	94	.	102	97
CN(C)C(=O)C1C2NC(=S)N(c3ccccc3)C1(C)Oc1ccccc12 (stereo not given)	5	97	4	96	101	94	-57	95	-6	86	97
O=C(CCCCCN1C(=O)C2C3C=CC(C3)C2C1=O)Nc1nccs1 (stereo not given)	-2	97	10	98	96	96	-16	96	.	104	99
CCN1CCCC1Cn1cnc2c([nH]c3ccc(Cl)cc32)c1=O (stereo not given)	1	103	10	105	102	104	-11	101	13	103	104
O=C(NCCCO)c1cc2ccccc2[nH]1	-4	95	8	99	100	97	0	98	14	102	96
CN(C)c1ccc(/C=C/c2nnnn2-c2ccccc2)cc1	-4	102	13	102	98	103	-42	103	-26	104	101
COc1ccc(N2CCN(C(=O)CCCC3=NS(=O)(=O)c4ccccc4N3)CC2)cc1	0	102	17	99	104	101	-35	99	2	102	101
Clc1ccc(Cc2noc(-c3cccs3)n2)cc1	-1	103	2	106	100	102	-6	100	14	102	106
CC(=O)Nc1nonc1NC(=O)c1ccc(F)cc1	0	99	-4	104	95	100	4	99	.	102	102
Cn1c(NC(=O)c2cc(Cl)ccc2Cl)cc(=O)n(C)c1=O	-2	104	-5	109	99	102	-12	101	.	105	107
CCOC(=O)c1ccc(NC(=O)c2c(C)[nH]c(C(=O)OCC)c2C)cc1	-2	99	-7	100	100	98	-11	99	-14	99	97
CCCS(=O)c1nc(C)cc(C)c1S(C)(=O)=O (stereo not given)	-1	101	15	104	102	98	4	98	2	101	97
CC(C)OC(=O)c1sc2nc3c(cc2c1N)C(=O)CCC3	0	97	8	93	94	97	-16	94	.	99	96
Cc1ccc(NC(=O)N2CCN(S(=O)(=O)c3ccccc3)CC2)cc1	-4	99	7	98	99	98	-8	95	-10	100	99
CCOC(=O)C1=CN(Cc2ccc(OC)cc2)C=C(C(=O)OCC)C1c1cccs1	-1	102	-4	96	107	95	-29	92	12	97	100
C/C(=N/NC(=O)c1ccoc1C)C12CC3CC(CC(C3)C1)C2	3	104	-3	104	104	103	-39	101	.	100	101

The results go on.
SMILES	Bim-Mcl-1	Rab2A wt mod	Mcl1 Noxa PPI	Rac1 wt modul	Rab7 wt GTP bind	HRas wt GTP bind	Mcl1 Bid PPI	Rac1 mut GTP	Pf gametocyte	RGS8-Gao reg	Cdc42 wt
CCN1CCN(c2cc(C)c3cc(NC(=S)N4CCCC(C)C4)ccc3n2)CC1 (stereo not given)	0	97	21	102	98	98	-70	96	-20	105	96
O=C(CCc1ccc(S(=O)(=O)NCCc2ccccc2)cc1)NCc1ccc2c(c1)OCO2	-4	101	0	101	100	99	-16	98	19	102	102
CCc1cc2c(SCC(=O)N3CC(=O)Nc4ccccc43)ncnc2s1	-4	98	18	103	100	100	1	99	.	98	100
O=C(NCc1ccncc1)C(=O)N/N=C/c1ccccn1	2	102	-17	102	103	101	-32	100	-15	103	102
CCC(Sc1nc(C)cc(C)n1)C(=O)O (stereo not given)	-4	102	6	105	100	100	6	96	4	100	100
OC(CN1C2=NCCCN2c2ccccc21)c1ccc(Cl)cc1 (stereo not given)	-4	101	8	108	98	100	21	102	.	99	105

Sorted by SMILES length (low to high): 11 of the compounds above
SMILES	Bim-Mcl-1	Rab2A wt mod	Mcl1 Noxa PPI	Rac1 wt modul	Rab7 wt GTP bind	HRas wt GTP bind	Mcl1 Bid PPI	Rac1 mut GTP	Pf gametocyte	RGS8-Gao reg	Cdc42 wt
CCC(Sc1nc(C)cc(C)n1)C(=O)O (stereo not given)	-4	102	6	105	100	100	6	96	4	100	100
CC(=O)Nc1nonc1NC(=O)c1ccc(F)cc1	0	99	-4	104	95	100	4	99	.	102	102
CCCS(=O)c1nc(C)cc(C)c1S(C)(=O)=O (stereo not given)	-1	101	15	104	102	98	4	98	2	101	97
O=C(NCc1ccncc1)C(=O)N/N=C/c1ccccn1	2	102	-17	102	103	101	-32	100	-15	103	102
OC(CN1C2=NCCCN2c2ccccc21)c1ccc(Cl)cc1 (stereo not given)	-4	101	8	108	98	100	21	102	.	99	105
Cn1c(NC(=O)c2cc(Cl)ccc2Cl)cc(=O)n(C)c1=O	-2	104	-5	109	99	102	-12	101	.	105	107
C/C(=N/NC(=O)c1ccoc1C)C12CC3CC(CC(C3)C1)C2	3	104	-3	104	104	103	-39	101	.	100	101
Cc1ccc(NC(=O)N2CCN(S(=O)(=O)c3ccccc3)CC2)cc1	-4	99	7	98	99	98	-8	95	-10	100	99
CCN1CCN(c2cc(C)c3cc(NC(=S)N4CCCC(C)C4)ccc3n2)CC1 (stereo not given)	0	97	21	102	98	98	-70	96	-20	105	96
CCOC(=O)C1=CN(Cc2ccc(OC)cc2)C=C(C(=O)OCC)C1c1cccs1	-1	102	-4	96	107	95	-29	92	12	97	100
O=C(CCc1ccc(S(=O)(=O)NCCc2ccccc2)cc1)NCc1ccc2c(c1)OCO2	-4	101	0	101	100	99	-16	98	19	102	102

Mcl1 Noxa PPI: entries above that show a hit.
smiles	Bim-Mcl-1	Rab2A wt mod	Mcl1 Noxa PPI	Rac1 wt modul	Rab7 wt GTP bind	HRas wt GTP bind	Mcl1 Bid PPI	Rac1 mut GTP	RGS8-Gao reg	Cdc42 wt
CCOC(=O)Cc1csc(NC(=O)c2sc3nc4c(C)cc(C)cc4cc3c2N)n1	-4	104	64*	103	104	104	27	100	100	104
